# T cruzi growth = blocks T. cruzi growth in NIH3T3 culture. T. cruzi beta-gal in NIH3T3, GalScreen luminescence, 90 h. inhibition, % at 8.34 µM. actives 5.9% (n = 77,000). AID 624255;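 active = mean inhibition above about 93%, with at least 55% of replicates each passing it, limit read from the data, passing the limit was not always enough; inconclusive = only one of those two conditions holds; inactive = neither condition holds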
# C diff HTS = blocks growth of Clostridium difficile; actives 0.25% (n = 86,000); growth activity, negative = inhibition, % at 16 µg/mL (by protocol); Clostridium difficile clinical isolate growth, OD600, 24 h; stronger effect = lower value;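 active = mean growth activity at or below -80% and every replicate also at or below -80%; inconclusive = mean at or below -80% but some replicate above -80%; inactive = mean growth activity above -80%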;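 also: 0% = DMSO wells and -100% = levofloxacin 16 µg/mL wells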
# Pf Dd2 growth = inhibitors of Plasmodium falciparum Dd2 growth; activity change, % at 10 µM; P. falciparum Dd2 growth, SYBR Green, 72 h; stronger effect = lower value; AID 1159554; actives 2.3% (n = 94,000); in the data active = activity change below about -80%; inconclusive = no clear call, values can overlap the other calls
# GASC1 inh = inhibitors of human demethylase GASC-1 KDM4C | Q9H3R0 | GST-KDM4C 2-372, H3K9me3 peptide, LANCE TR-FRET | inhibition, % at 12.5 µM | actives 0.15% (n = 96,000);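 active = mean replicate inhibition above about 25%, with at least 55% of replicates also reaching it, limit read from the data, passing the limit was not always enough; inconclusive = only one of those two conditions met; inactive = neither condition met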
# Target sequence (Q9H3R0 2-372 limits assumed): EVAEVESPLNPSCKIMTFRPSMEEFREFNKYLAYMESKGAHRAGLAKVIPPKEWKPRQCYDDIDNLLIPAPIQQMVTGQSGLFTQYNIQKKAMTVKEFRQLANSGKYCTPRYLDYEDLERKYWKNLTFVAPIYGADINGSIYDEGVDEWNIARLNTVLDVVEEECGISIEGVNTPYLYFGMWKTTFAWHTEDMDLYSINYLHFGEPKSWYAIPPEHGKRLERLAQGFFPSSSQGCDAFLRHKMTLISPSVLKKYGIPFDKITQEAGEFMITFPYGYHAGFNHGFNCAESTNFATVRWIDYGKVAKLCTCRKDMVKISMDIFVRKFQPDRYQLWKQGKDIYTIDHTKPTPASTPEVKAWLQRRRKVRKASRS
#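 Material: N-terminal GST-fused human GASC-1 (KDM4C) fragment, residues 2-372. Input: 10 nM enzyme. Incubation: enzyme reaction 30 min, then detection 60 min, both room temperature. Doses: one test concentration per compound. Read-out basis: inhibition from TR-FRET ratio decrease. Detection: LANCE TR-FRET, excitation 340 nm, emissions 618 and 671 nm.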
# * hit, by the source's call; ? = inconclusive; / = no result given; & = joins results of further samples.
# Sequence of screens – T cruzi growth	C diff HTS	Pf Dd2 growth	GASC1 inh
- CNC(=O)C[C@H]1CC[C@H]2[C@@H](COC[C@@H](O)CN2C(=O)Nc2ccc(Cl)c(Cl)c2)O1
    -82	-12	9	-1.3
- CNC[C@@H]1Oc2ccc(NS(=O)(=O)c3ccc(C)cc3)cc2C(=O)N([C@@H](C)CO)C[C@H]1C
    /	10	5	-0.1
- O=C([C@@H]1N[C@@H]2c3ccc(-c4ccccc4F)c(=O)n3C[C@@H]2[C@H]1CO)N1CCc2ccccc2C1
    -32	9	/	-3.3
- CNC[C@H]1Oc2cc(C#CC(C)(C)O)ccc2S(=O)(=O)N([C@@H](C)CO)C[C@@H]1C
    -38	3	-20	-0.3
- Cc1noc(C)c1NC(=O)N(C)C[C@H]1OCCCC[C@H](C)Oc2ccc(NS(=O)(=O)c3ccc(Cl)cc3)cc2C(=O)N([C@@H](C)CO)C[C@H]1C
    -37	-2	-10	12
- CCCNC(=O)N(C)C[C@@H]1Oc2ncc(/C=C/c3ccccc3)cc2C(=O)N([C@H](C)CO)C[C@H]1C
    67	0	-30	0.4
- C[C@H](CO)N1C[C@H](C)[C@H](CN(C)C(=O)c2cccc(F)c2)Oc2ncc(-c3ccncc3)cc2C1=O
    22	0	47	-0.6
- C[C@@H]1CN([C@@H](C)CO)C(=O)c2cc(NC(=O)Cc3ccccc3)ccc2O[C@@H](C)CCCCO[C@H]1CN(C)C(=O)c1ccncc1
    46	2	-8	11
- COCC(=O)NC[C@H]1[C@H](c2ccccc2)[C@H](CO)N1C(=O)c1ccccc1
    -5	-3	7	3.9
- CC(C)C#Cc1ccc([C@@H]2[C@@H](CO)N3CCCCN(CC4CC4)C[C@@H]23)cc1
    ?	-5	4	0.1

# Some of these compounds in order of count of non-hydrogen atoms, lowest first:
# Sequence of screens – T cruzi growth	C diff HTS	Pf Dd2 growth	GASC1 inh
- O=C([C@@H]1N[C@@H]2c3ccc(-c4ccccc4F)c(=O)n3C[C@@H]2[C@H]1CO)N1CCc2ccccc2C1
    -32	9	/	-3.3
- CCCNC(=O)N(C)C[C@@H]1Oc2ncc(/C=C/c3ccccc3)cc2C(=O)N([C@H](C)CO)C[C@H]1C
    67	0	-30	0.4
- C[C@H](CO)N1C[C@H](C)[C@H](CN(C)C(=O)c2cccc(F)c2)Oc2ncc(-c3ccncc3)cc2C1=O
    22	0	47	-0.6

# The listing continues.
# Sequence of screens – T cruzi growth	C diff HTS	Pf Dd2 growth	GASC1 inh
- N#Cc1cccc(-c2ccc3c(c2)[C@@H]2[C@@H](CCN2C(=O)c2ccc4c(c2)OCO4)[C@H](CO)N3)c1
    ?	-3	-17	0.6
- CCCC(=O)N1CCC2(CC1)CN(Cc1cccnc1)[C@@H](CO)c1[nH]c3cc(OC)ccc3c12
    /	45	-90*	-0.2
- C[C@@H]1CN([C@@H](C)CO)C(=O)c2cc(-c3cncnc3)cnc2O[C@H]1CN(C)Cc1cncnc1
    40	-1	16	1.7
- C[C@H]1CN([C@@H](C)CO)C(=O)c2cc(NC(=O)CCC(F)(F)F)ccc2O[C@@H]1CN(C)S(C)(=O)=O
    -6	0	36	-0.9
- CCNC(=O)[C@H]1[C@H](CO)[C@H]2Cn3c(ccc(-c4ccccc4)c3=O)[C@H]2N1C(=O)C1CCCC1
    29	-4	-3	1.9
- C[C@@H]1CN([C@H](C)CO)C(=O)c2cc(NS(C)(=O)=O)ccc2O[C@@H](C)CCCCO[C@@H]1CN(C)S(=O)(=O)c1ccc(Cl)cc1
    -25	-4	-42	-0.2
- CN(C)C(=O)C[C@@H]1CC[C@@H]2[C@@H](COc3ccc(NC(=O)c4ccc(F)c(F)c4)cc3C(=O)N2C)O1
    10	0	-17	0.3
- COc1ccc2c3c([nH]c2c1)[C@H](CO)N(C(=O)C1CCOCC1)CC31CCN(Cc2cccc(F)c2)CC1
    /	-3	-55	/
- C[C@H](CO)N1C[C@H](C)[C@@H](CN(C)C(=O)c2cnccn2)Oc2ncc(C#Cc3ccccn3)cc2C1=O
    65	0	4	1.5
- C[C@@H]1CCCCO[C@@H](CN(C)C(=O)C2CCCCC2)[C@@H](C)CN([C@@H](C)CO)C(=O)c2cc(NC(=O)Nc3cccc4ccccc34)ccc2O1
    110*	8	-89*	0.5

# The results go on.
# Sequence of screens – T cruzi growth	C diff HTS	Pf Dd2 growth	GASC1 inh
- COc1cccc(-c2ccc([C@H]3[C@H](CO)N4C(=O)CN(C(=O)C5CC5)C[C@@H]34)cc2)c1
    /	-3	-4	1.8
- COc1ccc2c3c(n(C)c2c1)[C@@H](CO)N(Cc1cccc(F)c1)CC31CCN(C(=O)Cc2ccccc2)CC1
    /	8	-79	-0.4
- C[C@@H]1CCCCO[C@H](CN(C)C(=O)Nc2ccc3c(c2)OCO3)[C@H](C)CN([C@@H](C)CO)C(=O)c2cc(NC(=O)c3ccncc3)ccc2O1
    40	-2	-20	2.1
- O=C(NC1CCCC1)N1CCCCN2[C@H](CO)[C@@H](c3ccc(/C=C/c4ccccc4)cc3)[C@@H]2C1
    107*	16	2	-3.4
- CO[C@H](CN(C)C(=O)c1ccc2c(c1)OCO2)[C@@H](C)CN([C@@H](C)CO)S(=O)(=O)c1ccccc1
    18	/	9	0.3
- C[C@@H]1CN([C@H](C)CO)C(=O)c2cc(C#Cc3cccnc3)cnc2O[C@H]1CN(C)S(=O)(=O)c1ccccc1F
    57	-1	-61	2.9
- COc1ccc(S(=O)(=O)N(C)C[C@H]2OCCCC[C@H](C)Oc3ccc(NC(=O)C4CCCCC4)cc3C(=O)N([C@H](C)CO)C[C@H]2C)cc1
    41	-1	-62	-1.3
- Cc1noc(C)c1S(=O)(=O)N(C)C[C@@H]1Oc2c(NS(C)(=O)=O)cccc2C(=O)N([C@@H](C)CO)C[C@H]1C
    /	0	-8	0.9
- O=C(C[C@@H]1CC[C@@H]2[C@H](COC[C@@H](O)CN2C(=O)Nc2cc(Cl)cc(Cl)c2)O1)N1CCOCC1
    25	63&-6	/	-1.0
- COc1cccc(S(=O)(=O)N[C@H]2C=C[C@@H](CC(=O)NCc3ccncc3)O[C@@H]2CO)c1
    -11	-6	12	0.5

# Next entries:
molecule	T cruzi growth	C diff HTS	Pf Dd2 growth	GASC1 inh
CO[C@@H](CN(C)S(=O)(=O)c1ccc(Cl)cc1)[C@@H](C)CN([C@H](C)CO)S(=O)(=O)c1cccc(Cl)c1	?	/	-40	-2.7
Cc1ccc(S(=O)(=O)Nc2ccc3c(c2)C(=O)N([C@H](C)CO)C[C@@H](C)[C@@H](CN(C)C(=O)Cc2ccccc2)OCCCC[C@H](C)O3)cc1	48	/	-74	-0.4
COc1ccc(C#Cc2cnc3c(c2)C(=O)N([C@H](C)CO)C[C@H](C)[C@H](CN(C)C(=O)NC(C)C)O3)cc1OC	76	2	-41	-0.5
C[C@@H]1CN([C@H](C)CO)C(=O)c2cc(C#C[C@@H](C)O)cnc2O[C@@H]1CN(C)Cc1ccc(-c2ccccc2)cc1	/	0	-4	2.2
CCCN1C[C@@H](C)[C@@H](OC)CN(C)C(=O)c2ccc(NS(=O)(=O)c3ccccc3)cc2OC[C@@H]1C	-1	/	16	-0.2
Cc1ccc(S(=O)(=O)N2C[C@H]3[C@@H](c4ccccc42)[C@@H](CO)N3Cc2cccnc2)cc1	52	-1	13	0.3
CCCNC(=O)N1[C@H](C#N)[C@@H](c2ccccc2-c2ccc(F)cc2)[C@@H]1CO	/	-9	14	3.0
COc1ccc(NC(=O)N(C)C[C@@H]2OCCCC[C@@H](C)Oc3ccc(NS(=O)(=O)c4ccc(C)cc4)cc3C(=O)N([C@H](C)CO)C[C@H]2C)cc1	95	/	-42	4.8
CN(C)C(=O)C[C@H]1C[C@H]2c3cc(NS(C)(=O)=O)ccc3O[C@H]2[C@H](CO)O1	-8	2	10	0.4
COc1ccc(NC(=O)N2CCCCN3[C@H](C2)[C@@H](c2ccc(C#Cc4ccccn4)cc2)[C@@H]3CO)cc1	103*	-1	-16	-0.9
C[C@@H]1CN([C@@H](C)CO)C(=O)c2cc(C#Cc3ccccc3F)cnc2O[C@H]1CN(C)S(C)(=O)=O	69	/	-10	0.5
COCC#Cc1ccc2c(c1)O[C@@H](CN(C)C(=O)c1ccccc1)[C@H](C)CN([C@H](C)CO)S2(=O)=O	30	5	-67	-1.6

# Going on with the list.
molecule	T cruzi growth	C diff HTS	Pf Dd2 growth	GASC1 inh
CCNC(=O)C[C@H]1CC[C@H]2[C@@H](COC[C@@H](O)CN2C(=O)Nc2ccc3c(c2)OCO3)O1	-7	/	-4	3.0
C[C@@H]1CN([C@@H](C)CO)C(=O)c2c(c3ccccc3n2C)-c2ccccc2CO[C@@H]1CN(C)S(=O)(=O)c1ccc(C#N)cc1	78	/	-50	-0.5
CCCC#Cc1ccc2c(c1)O[C@H](CN(C)Cc1ccc3c(c1)OCO3)[C@H](C)CN([C@H](C)CO)S2(=O)=O	130*	13	?	/
C[C@H](CO)N1C[C@H](C)[C@H](CN(C)C(=O)Nc2cccc3ccccc23)Oc2ccc(NC(=O)CCCCCC(=O)Nc3ccccc3N)cc2CC1=O	64	4	-31	0.1
CCC(=O)N(C)C[C@@H]1Oc2ncc(-c3cccc(OC)c3)cc2C(=O)N([C@H](C)CO)C[C@H]1C	-48	2	18	0.0
C[C@@H]1CN([C@H](C)CO)C(=O)c2cc(NC(=O)CCC(F)(F)F)ccc2O[C@@H](C)CCCCO[C@@H]1CN(C)C(=O)NC1CCCCC1	22	1	-47	2.0
O=C(O)C[C@H]1C[C@@H]2c3cc(NC(=O)Nc4ccccc4F)ccc3O[C@@H]2[C@H](CO)O1	/	0	19	-5.5
C[C@@H]1CN([C@@H](C)CO)C(=O)c2cccc(NC(=O)Nc3ccc4c(c3)OCO4)c2O[C@@H]1CN(C)Cc1ccc(C(=O)O)cc1	-10	-4	10	0.0
C[C@@H]1CN([C@H](C)CO)C(=O)c2cc(C3=CCCCC3)cnc2O[C@H]1CN(C)C(=O)Cc1ccncc1	/	1	-29	-1.3
CC(C)CC#Cc1cnc2c(c1)C(=O)N([C@@H](C)CO)C[C@H](C)[C@@H](CN(C)C(=O)Nc1cccc(F)c1)O2	70	-2	3	-2.0
O=C(C[C@H]1C=C[C@H](NS(=O)(=O)c2ccc(F)cc2)[C@@H](CO)O1)NCc1ccc(Cl)c(Cl)c1	28	-8	4	-0.1
COc1ccc(C#Cc2ccc3c(c2)[C@@H]2[C@@H](CCN2C(=O)c2ccncc2)[C@@H](CO)N3C)cc1	36	-7	-56	1.9

# An excerpt from above, showing only GASC1 inh.
SMILES	GASC1 inh
COc1cccc(S(=O)(=O)N[C@H]2C=C[C@@H](CC(=O)NCc3ccncc3)O[C@@H]2CO)c1	0.5
CO[C@@H](CN(C)S(=O)(=O)c1ccc(Cl)cc1)[C@@H](C)CN([C@H](C)CO)S(=O)(=O)c1cccc(Cl)c1	-2.7
Cc1ccc(S(=O)(=O)Nc2ccc3c(c2)C(=O)N([C@H](C)CO)C[C@@H](C)[C@@H](CN(C)C(=O)Cc2ccccc2)OCCCC[C@H](C)O3)cc1	-0.4

# (next part)
molecule	T cruzi growth	C diff HTS	Pf Dd2 growth	GASC1 inh
COc1ccc(S(=O)(=O)Nc2ccc3c(c2)OC[C@H](C)NC[C@@H](C)[C@H](OC)CN(C)C3=O)cc1	-24	/	20	-2.1
COc1ccc2c3c(n(C)c2c1)[C@@H](CO)NCC31CN(Cc2ccc(Cl)cc2)C1	/	53	-57	-1.1
Cc1ccc(S(=O)(=O)Nc2ccc3c(c2)C(=O)N([C@@H](C)CO)C[C@H](C)[C@H](CN(C)S(=O)(=O)c2c(C)noc2C)OCCCC[C@@H](C)O3)cc1	-1	-5	-42	-1.0
C[C@@H]1CN([C@H](C)CO)C(=O)Cc2cc(NC(=O)Nc3cccc4ccccc34)ccc2O[C@H]1CN(C)Cc1ccc(C(F)(F)F)cc1	69	82	3	-1.4
CCCNC(=O)N1C[C@@H](C)[C@H](OC)CN(C)C(=O)c2ccc(NC(=O)CC)cc2OC[C@@H]1C	12	1	13	-1.8
C[C@H]1CN([C@@H](C)CO)C(=O)CCCn2cc(nn2)CO[C@@H]1CN(C)C(=O)Nc1ccccc1C(F)(F)F	26&17	5	15&5	-0.1
N#C[C@@H]1[C@@H](c2ccc(C#CC3CC3)cc2)[C@@H](CO)N1S(=O)(=O)Cc1ccccc1	89	-7	-14	-0.2
CN(C)C(=O)C[C@H]1C[C@H]2c3cc(NC(=O)Nc4ccc(F)cc4)ccc3O[C@H]2[C@@H](CO)O1	3	-8	0	-0.8
CN(C)Cc1cn(CC[C@@H]2CC[C@@H](NC(=O)Nc3ccccc3F)[C@@H](CO)O2)nn1	2	-2	-3	2.0
O=C(C[C@@H]1C[C@@H]2c3cc(NC(=O)Nc4ccc(C(F)(F)F)cc4)ccc3O[C@@H]2[C@@H](CO)O1)NC1CCCCC1	/	6	-18	-0.1
COc1ccc(NC(=O)N(C)C[C@@H]2Oc3ncc(-c4ccc(C#N)cc4)cc3C(=O)N([C@@H](C)CO)C[C@@H]2C)cc1	/	4	-7	2.2
Cc1ccc(S(=O)(=O)Nc2ccc3c(c2)C(=O)N([C@@H](C)CO)C[C@@H](C)[C@H](CN(C)C(=O)Nc2ccc(C(F)(F)F)cc2)O3)cc1	-11	/	9	-3.0
